Bioassay records from PubChem.
IDE inh – human IDE inhibitors in live cells, primary screen, fluorescence polarization, HEK cells, FAbetaB substrate; 0.41% of 320,000 active; inhibition, % at 5.59 µM; Insulin-degrading enzyme (Homo sapiens), P14735; FAbetaB cleavage;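 active means percent inhibition above the average of all tested compounds plus 3 SD, set per screening campaign, cut at about 16% in these data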;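 further: IDE supplied by intact live HEK cells; FP after avidin binding of uncleaved biotin substrate so inhibition keeps polarization high; 0% = DMSO wells and 100% = 60 µM reference IDE inhibitor Ii1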
Target sequence (P14735 whole entry, looked up): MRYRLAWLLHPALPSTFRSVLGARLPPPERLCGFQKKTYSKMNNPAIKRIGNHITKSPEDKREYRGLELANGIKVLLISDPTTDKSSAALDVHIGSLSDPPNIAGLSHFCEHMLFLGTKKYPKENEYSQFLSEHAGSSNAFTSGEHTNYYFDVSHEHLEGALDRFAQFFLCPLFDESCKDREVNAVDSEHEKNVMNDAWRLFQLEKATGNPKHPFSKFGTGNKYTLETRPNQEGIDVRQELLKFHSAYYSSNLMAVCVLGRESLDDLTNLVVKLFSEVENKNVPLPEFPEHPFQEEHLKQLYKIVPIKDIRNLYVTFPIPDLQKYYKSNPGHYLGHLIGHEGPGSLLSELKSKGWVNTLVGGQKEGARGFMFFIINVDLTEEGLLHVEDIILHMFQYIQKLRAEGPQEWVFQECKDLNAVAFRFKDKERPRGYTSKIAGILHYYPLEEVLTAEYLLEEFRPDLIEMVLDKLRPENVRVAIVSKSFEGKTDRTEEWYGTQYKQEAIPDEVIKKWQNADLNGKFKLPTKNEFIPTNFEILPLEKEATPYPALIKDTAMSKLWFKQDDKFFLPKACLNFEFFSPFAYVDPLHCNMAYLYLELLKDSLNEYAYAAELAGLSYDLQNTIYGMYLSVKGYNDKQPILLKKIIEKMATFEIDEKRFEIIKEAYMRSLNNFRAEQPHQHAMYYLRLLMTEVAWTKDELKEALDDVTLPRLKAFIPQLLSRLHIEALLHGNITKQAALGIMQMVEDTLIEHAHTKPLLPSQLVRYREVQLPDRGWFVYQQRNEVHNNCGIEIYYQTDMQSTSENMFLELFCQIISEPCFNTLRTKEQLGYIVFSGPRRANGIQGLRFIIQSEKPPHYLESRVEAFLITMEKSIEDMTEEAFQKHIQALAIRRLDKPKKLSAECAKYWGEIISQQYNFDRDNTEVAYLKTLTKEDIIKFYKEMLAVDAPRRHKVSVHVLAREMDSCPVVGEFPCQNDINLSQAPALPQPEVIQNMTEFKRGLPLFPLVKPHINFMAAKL
GalR3 antag – GalR3 antagonists in HEK293 cells, primary screen, cell-based, fluorescence readout; HEK293 GalR3-CNG cAMP membrane potential fluorescence; galR3 body fused to GalR1 C-terminus; inhibition, % at 3 µM; 0.44% of 360,000 active; AID 651719, 2012;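 active means inhibition above the screen-wide average plus 3 SD, cut at about 13% in these data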;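 further: forskolin and galanin both at EC90 stimulate the cells; cAMP rise reported by CNG channel membrane potential dye signal; 0% = forskolin plus galanin with DMSO and 100% = forskolin alone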
VIM-2 inh – VIM-2 metallo-beta-lactamase inhibitors, primary screen, biochemical, epi-absorbance readout, Pseudomonas aeruginosa enzyme; 0.89% of 290,000 active; purified VIM-2, nitrocefin hydrolysis, epi-absorbance fluorescence; inhibition, % at 5.6 µM;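 active means inhibition above the mean of all tested compounds plus 3 SD, cutoff set per screening run, cut at about 7.5% in these data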;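 further: red hydrolysis product quenches plate fluorescence so inhibitors raise well fluorescence; 0% = enzyme with DMSO and 100% = DMSO without enzyme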
HCV NS3 hel inh – inhibitors of HCV NS3 helicase, primary screen, biochemical, Cy5 molecular beacon fluorescence; Hepatitis C virus NS3 helicase; NS3 helicase DNA unwinding; 0.56% of 290,000 active; inhibition, % at 10.9 µM;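 active means inhibition above the mean of all tested compounds plus 3 SD, set per campaign, cut at about 35% in these data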;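 further: 0% = DMSO wells and 100% = thioflavine S control wells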
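Assay system – hepatitis C virus NS3 helicase domain fragment enzyme · Buffer or medium – MOPS pH 6.5, MgCl2, DTT, Tween20, BSA · Reagent – Cy5/quencher beacon DNA duplex and ATP to start · Compound – single 10.9 µM dose · Timing – 1 h at 25 °C · Technique – Cy5 beacon fluorescence read at start and 1 h · Measure – % inhibition of unwinding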
CRFBP-R2 block – antagonists of CRF-BP/CRF-R2 complex, primary screen, cell-based, HEK293, calcium dye fluorescence, uHTS; 0.59% of 350,000 active; CRF-induced calcium fluorescence; inhibition, % at 11.8 µM;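 active means inhibition of the ligand-induced calcium signal above about 50% at the single tested concentration, limit read from the data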
p-CIP stab down – p/CIP-EGFP fusion destabilizers, primary screen, fluorescence, F442A cells; Q05BA5; 0.01% of 290,000 active; decrease of EGFP signal, % at 10 µM; AID 1984, 2009; 16 h;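 active means EGFP signal decrease of at least 30% at 10 µM or well 3 SD below plate mean, unless failing retest; inactive means the rest, including hits failing retest or dose response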; further: some compounds called inactive have numbers as strong as hits; many of its hits are not listed in these tables
IDE cell activ – human IDE activators in live cells, primary screen, fluorescence polarization, HEK cells, FAbeta-B substrate | FAbeta-B cleavage; 0% vehicle, 100% cell-free pure enzyme wells | activation, % at 5.96 µM | 0.073% of 340,000 active | Insulin-degrading enzyme (Homo sapiens), P14735;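 active means activation above the mean of all tested compounds plus 3 SD, set per screening campaign, cut at about 17% in these data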
IMP-1 inh – IMP-1 metallo-beta-lactamase inhibitors, primary screen, biochemical, epi-absorbance readout, Pseudomonas aeruginosa enzyme; 0.45% of 290,000 active; inhibition, % at 5.6 µM; purified IMP-1, nitrocefin hydrolysis, epi-absorbance fluorescence; AID 1556, 2009;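 active means inhibition above the mean plus 3 SD of all compounds in the same screening run, cut at about 4.5% in these data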;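 further: 0% = IMP-1 with DMSO and 100% = DMSO wells lacking enzyme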
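Material – recombinant IMP-1 enzyme, purified · Amount – IMP-1 0.2 nM before substrate addition · Medium – HEPES buffer pH 7.1 with ZnSO4 and Brij 35 · Timing – 25 °C, 15 min preincubation, 25 min reaction · Measured by – plate fluorescence quenching by hydrolysis product, ex 480/em 530 nm · Read-out – percent enzyme inhibition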
UBC9 SUMO inh – inhibitors of in vitro SUMOylation cascade, primary screen, biochemical, HTRF, uHTS. AID 2006, 2009. inhibition, % at 35 µM. 0.36% of 290,000 active. SUMO-conjugating enzyme UBC9 (Homo sapiens), P63279. HTRF SUMOylation assay, SAE1/SAE2 + UBC9; in the data active means inhibition above about 50%, passing the limit was not always enough; further: strong numbers were not always called active
* = called active by the depositor; . = no result given.

| item | molecule | UBC9 SUMO inh | HCV NS3 hel inh | IDE inh | CRFBP-R2 block | IDE cell activ | p-CIP stab down | GalR3 antag | IMP-1 inh | VIM-2 inh |
| --- | --- | --- | --- | --- | --- | --- | --- | --- | --- | --- |
| 1 | CCN(CC)S(=O)(=O)c1cc(NC(=O)COC(=O)CCC(=O)c2cccs2)ccc1C | -8.5 | -8.0 | 0.4 | -68.2 | -0.1 | 1.4 | -8.2 | -2.4 | -0.9 |
| 2 | Cc1cc(C)c2nc3sc(C(=O)N4CCOCC4)c(N)c3cc2c1 | 21.0 | 11.3 | 2.4 | -4.0 | -3.1 | -4.8 | 1.4 | 0.9 | 3.1 |
| 3 | O=C(N/N=C/c1c[nH]c2ccccc12)c1cc(-c2ccccc2)n[nH]1 | -13.2 | 3.6 | 1.8 | -4.3 | 4.2 | -6.5 | -4.5 | -5.0 | -1.9 |
| 4 | CCCCNc1nc(-c2ccccc2)cc(C(F)(F)F)c1C(N)=O | -19.0 | 3.2 | -0.9 | -13.8 | -0.1 | -4.0 | -3.6 | -3.5 | -0.5 |
| 5 | CCOc1cccc(/C(O)=C2/C(=O)C(=O)N(CCOC)C2c2ccco2)c1 (stereo not drawn) | 6.8 | 7.1 | 2.5 | 0.9 | 1.1 | -6.5 | 0.5 | -2.5 | -0.1 |
| 6 | O=C(NCC1CCCO1)c1cccc(NC(=O)c2ccco2)c1 (stereo not drawn) | 5.3 | 11.1 | 7.7 | -10.3 | 2.0 | -3.4 | 2.2 | -2.7 | -2.3 |
| 7 | Cc1ccc([C@H]2C(C(=O)O)=CC[C@@H](c3ccc(C(C)C)cc3)N2S(=O)(=O)c2ccc(C)cc2)cc1 | . | . | 1.4 | 12.8 | 2.6 | . | -6.2 | . | . |
| 8 | CN(C)c1nc(N/N=C/c2c[nH]c3ccccc23)nc(N2CCOCC2)n1 | 5.0 | -3.3 | 1.1 | -1.5 | 0.1 | -6.9 | -3.0 | -2.1 | -2.4 |
| 9 | Cc1cc(N2CCN(C(c3ccccc3)c3ccccc3)CC2)n2ncnc2n1 | 1.4 | -9.4 | -1.1 | -27.6 | 2.9 | -4.6 | -3.8 | 0.3 | -1.5 |
| 10 | COCn1c(COc2ccccc2)nc2ccccc21 | -3.4 | -0.2 | 1.6 | -9.8 | 5.5 | 7.6 | -4.3 | -3.6 | -2.2 |
| 11 | COc1cccc(C(C(=O)NC(C)(C)C)N(CCC(C)C)C(=O)CCC(=O)Nc2cc(C)on2)c1OC (stereo not drawn) | -7.3 | 3.6 | 1.9 | 13.0 | 7.6 | -3.1 | -1.0 | -1.3 | 0.2 |
| 12 | Cc1c(C(=O)Nc2cccc(Cl)c2)c2ccccn2c1CCc1ccncc1 | -0.2 | 10.3 | . | -2.2 | 5.4 | -7.2 | -8.0 | -4.5 | -2.6 |
| 13 | O/N=C(/CCc1ccccc1)c1ccc2c(c1)OCCO2 | 6.5 | 10.0 | -1.8 | 2.5 | 11.3 | 0.2 | 0.4 | -0.8 | -2.4 |
| 14 | CCOC(=O)c1sc(NC(=O)CSc2n[nH]c(CC)n2)nc1C | 13.4 | -0.7 | 5.2 | -7.3 | -1.5 | 4.2 | -4.7 | -2.0 | -3.9 |
| 15 | CC1(C)OC(=O)C(=Cc2ccc[nH]2)C(=O)O1 | -13.8 | 2.3 | 6.5 | -6.6 | -1.0 | -7.3 | 0.6 | -3.0 | -3.2 |
| 16 | CCCCSc1cnn(-c2ccccc2)c(=O)c1SCCCC | -16.0 | 0.2 | 10.6 | -11.5 | 0.1 | -3.7 | -8.3 | -3.9 | -2.3 |
| 17 | O=C(NC1CCCCC1)C(c1cccnc1)N(C(=O)CCl)c1ccccc1Cl (stereo not drawn) | 15.3 | -8.9 | 1.6 | -2.9 | -0.7 | -8.5 | 4.0 | -0.4 | -0.6 |
| 18 | O=C(NCc1nnc(SCC(=O)N2CCC(Cc3ccccc3)CC2)o1)c1ccco1 | 1.6 | -10.6 | 1.6 | -0.8 | 4.5 | -9.4 | -1.5 | -4.1 | -3.2 |
| 19 | O=C(CSCc1ccccc1)Nc1ccc2c(c1)C(=O)NC2=O | 17.7 | 2.2 | -1.7 | 9.9 | 7.2 | -4.1 | 5.8 | -0.9 | -3.9 |
| 20 | CCCn1c2ccccc2c2cnn(CC(=O)NCCN(CC)CC)c(=O)c21 | -8.5 | -27.0 | -6.5 | -13.2 | 0.7 | -1.3 | -11.0 | -0.8 | 2.1 |
| 21 | CN1CCN(c2ccc(C(F)(F)F)cc2NC(=O)Nc2ccccc2)CC1 | -6.9 | -86.7 | 6.2 | -16.1 | 1.2 | -3.2 | -11.7 | -3.6 | -2.2 |
| 22 | Cc1ccc(C(=O)Nc2ncc(C)s2)o1 | -2.0 | 3.1 | 6.3 | 22.6 | 2.8 | 3.9 | -6.6 | -2.7 | -2.9 |
| 23 | Cc1ccc(S(=O)(=O)N2CCOCC2)cc1NCC(=O)Nc1ccc(OC(F)(F)F)cc1 | . | . | 1.5 | -9.9 | 1.8 | . | -4.1 | . | . |
| 24 | [O-]/[N+](=C\c1ccc(F)cc1)c1ccccc1 | 7.0 | -1.4 | 2.6 | -16.3 | 5.2 | 0.1 | -4.5 | -1.5 | -1.4 |
| 25 | CC1=C(C(=O)OCC2CCCO2)C(c2ccccc2)NC(=O)N1 (stereo not drawn) | 13.6 | -0.4 | -0.4 | -6.1 | -2.6 | 6.0 | -6.0 | -3.7 | -2.7 |
| 26 | O=C(CNC(=O)c1cccnc1)N/N=C/c1ccc(O)cc1O | -0.3 | 3.2 | -8.5 | 8.2 | 2.1 | 2.0 | -3.4 | -1.6 | -0.7 |
| 27 | CN1CCCC(OC(=O)c2ccc(S(=O)(=O)N(C)C)cc2)C1 (stereo not drawn) | 14.4 | 6.2 | -1.1 | 6.0 | -0.6 | -10.4 | -6.3 | -1.3 | -4.9 |
| 28 | CC(C)(C)C(=O)OCOC(=O)[C@@H]1N2C(=O)[C@@H](N=CN3CCCCCC3)[C@H]2SC1(C)C | . | . | -1.6 | 0.3 | -5.2 | . | -2.9 | . | . |
| 29 | CC1CCN(S(=O)(=O)c2ccc(Cl)cc2Br)CC1 | 8.1 | 0.9 | -5.4 | 4.0 | 5.3 | -1.7 | -1.7 | -0.9 | 0.0 |
| 30 | O=C(COc1cccnc1[N+](=O)[O-])c1ccc(Cl)s1 | 41.5 | 27.1 | 8.9 | -7.8 | -15.5 | -5.6 | -1.5 | 0.9 | 1.1 |
| 31 | CCOc1ccc(CN2CCN(CCCc3ccccc3)CC2CCO)cc1 (stereo not drawn) | -7.1 | -8.5 | 2.0 | -8.9 | 1.6 | 15.1 | -5.1 | 0.3 | -1.4 |
| 32 | COc1ccc(C(=O)O/N=C(\N)Cc2ccc([N+](=O)[O-])cc2)c(OC)c1 | 16.5 | 2.3 | 1.4 | 26.3 | 1.6 | 2.8 | 6.0 | -0.9 | -0.6 |
| 33 | Cc1ccc(CCNC(=O)C2CCN(S(=O)(=O)c3cccc4nonc34)CC2)cc1 | 36.3 | -7.0 | -3.6 | -3.6 | 1.7 | -0.8 | 4.4 | -1.9 | -1.8 |
| 34 | N#Cc1ccccc1NC(=O)CN1C(=O)NC(Cc2c[nH]c3ccccc23)C1=O (stereo not drawn) | . | . | 8.1 | -4.5 | 4.5 | . | -4.6 | . | . |
| 35 | O=C(Nc1ccc(N2CCOCC2)cc1)c1cc(-n2cnnc2)ccc1Cl | -3.8 | -7.3 | 3.0 | 10.1 | -1.9 | -5.2 | -3.6 | -1.6 | -1.1 |
| 36 | CC(=O)N/C(=N/c1nc(C)cc(C)n1)Nc1cc(C)cc(C)c1 | 12.9 | 13.6 | 5.9 | 11.1 | 5.6 | -7.9 | -8.6 | -1.5 | 4.3 |
| 37 | Cc1nc([N+](=O)[O-])cn1CC(=O)Nc1ccc([N+](=O)[O-])cc1 | 10.3 | 4.7 | 1.7 | -4.1 | 7.1 | -4.6 | -0.9 | -4.5 | -3.1 |
| 38 | CCOC(=O)c1c(NC(=O)CSc2nnc(CNc3ccc(OC)cc3)n2C)sc(C)c1C | 5.9 | 18.6 | -1.5 | 14.6 | -3.2 | -10.3 | -4.3 | -4.8 | -1.7 |
| 39 | COc1ccc(OC)c(C2C3=C(N=c4s/c(=C\c5cccc(O)c5)c(=O)n42)c2ccccc2CC3)c1 (stereo not drawn) | 10.6 | 4.8 | 0.7 | -23.9 | 5.3 | -5.8 | 1.3 | -2.4 | -2.6 |
| 40 | COc1cccc(CNC(=O)c2ccc(CS(=O)Cc3ccc(C)cc3)o2)c1 (stereo not drawn) | -1.3 | 19.4 | 2.3 | 17.5 | 0.2 | -4.1 | 1.7 | 0.7 | -1.2 |
| 41 | COc1ccc(NC(=O)CCCn2c(=O)c3sccc3n(Cc3ccc(C)cc3C)c2=O)cc1 | 11.4 | -3.1 | -5.0 | 14.9 | 3.7 | 8.4 | 6.1 | -1.9 | -5.1 |
| 42 | CCN(C(=O)CSc1nnc(-c2cccs2)o1)C1CCS(=O)(=O)C1 (stereo not drawn) | 22.1 | -8.0 | -0.8 | -7.2 | -0.9 | 2.7 | 6.6 | -0.2 | -2.0 |
| 43 | O=C(Nc1cc(C(=O)N2CCOCC2)cc(C(=O)N2CCOCC2)c1)c1cc(F)c(F)cc1Cl | -16.2 | 2.5 | -6.4 | -3.6 | 6.8 | -6.6 | 0.3 | -0.1 | -2.0 |
| 44 | O=C(NCc1ccccc1)N1CCN(c2ccc(Cl)c(Cl)c2)CC1 | 3.6 | -3.4 | 1.9 | 30.4 | 2.8 | -4.0 | -6.3 | -3.9 | -2.2 |
| 45 | Clc1cnc(N/N=C/c2ccco2)c(Cl)c1 | 8.1 | 3.9 | 1.8 | 9.6 | 2.1 | -0.8 | 5.7 | -2.7 | -2.6 |

In a second layout: entries from further up.
43: O=C(Nc1cc(C(=O)N2CCOCC2)cc(C(=O)N2CCOCC2)c1)c1cc(F)c(F)cc1Cl
34: N#Cc1ccccc1NC(=O)CN1C(=O)NC(Cc2c[nH]c3ccccc23)C1=O (stereo not drawn)

screen / no.	43	34
UBC9 SUMO inh	-16.2	.
HCV NS3 hel inh	2.5	.
IDE inh	-6.4	8.1
CRFBP-R2 block	-3.6	-4.5
IDE cell activ	6.8	4.5
p-CIP stab down	-6.6	.
GalR3 antag	0.3	-4.6
IMP-1 inh	-0.1	.
VIM-2 inh	-2.0	.
